Screens: PubChem BioAssay, National Center for Advancing Translational Sciences (NCATS)
IMPase inh = cell-permeable inhibitors of inositol monophosphatase (IMPase). inhibition (IP1 accumulation), % at 46.1 µM. 120,000 tested, under 10 active. AID 901. CHO-M1 cells, IP1 accumulation, HTRF TR-FRET ratio; active = well fitted curve in the direction sought with a large enough effect in the signal ratio, not every such curve was filed as active; inconclusive = small, poorly fitted or top-dose-only effect, or a change in a side signal; inactive = no such curve, though single readings can be large or run the other way; the % refers to the signal ratio;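 also: cells stimulated with carbachol in lithium chloride buffer; plate controls were DMSO basal wells for no effect and reference inhibitor wells for full effect; higher means more IMPase inhibition seen as more IP1 and lower FRET ratio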
Target sequence (P97697 whole entry, looked up): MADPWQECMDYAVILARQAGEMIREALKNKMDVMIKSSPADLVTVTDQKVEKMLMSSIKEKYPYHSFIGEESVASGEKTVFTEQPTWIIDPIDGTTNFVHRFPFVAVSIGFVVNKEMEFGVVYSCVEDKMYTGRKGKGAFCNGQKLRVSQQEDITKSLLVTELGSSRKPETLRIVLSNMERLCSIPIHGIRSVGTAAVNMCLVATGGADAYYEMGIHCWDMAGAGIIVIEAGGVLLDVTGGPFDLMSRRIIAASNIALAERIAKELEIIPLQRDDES
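CHO-M1, 2000 cells/well, cultured 16–30 h; cpd up to 46 uM; carbachol (50 uM solution, stimulation buffer w/ 50 mM LiCl, pH 7.4), 30 min 37C; IP-One TR-FRET, 10 min RT; Ex 320/Em 665, 620; Hill-fit AC50.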
PNC assembly inh = blocks assembly of the perinucleolar compartment | 3.1% of 140,000 active | activity change (PNC), negative = inhibition, % at 10 µM | PC3M PTB-GFP, PNC prevalence imaging, 16 h; active compounds read low;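 active = readout at or below -70, meaning at least 70% loss of cells showing the perinucleolar compartment, a nuclear body marking cancer cells; inconclusive = readout between -30 and a set limit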;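 also: plate controls were DMSO wells for no effect and camptothecin positive control wells for full effect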
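Compounds are pinned in duplicate onto adhered PC3M cells stably expressing GFP-tagged PTB and incubated 16 h at 37 C. Cells are then fixed, nuclei stained with Hoechst, and PNC-positive cells counted.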
ALOX12 inhib = inhibitors of human 12-lipoxygenase (ALOX12). P18054. purified 12-hLO, xylenol orange hydroperoxide absorbance. Potency, µM (top dose mostly 57.1 µM), for the others: at the top dose activity change, negative = inhibition, actives largely listed as inhibitors. 0.12% of 150,000 active. AID 1452; also: potency is read from the fitted curve at half-maximal effect; nearly all actives have a fitted effect of over 55% in size; many of its hits are not listed in these tables
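Lipoxygenase turnover measured by absorbance at 573 and 405 nm after Fe-XO development. Human 12hLO 150 nM, arachidonate 40 uM, pH 7.0 Hepes buffer with detergent; 15 min compound preincubation, 30 min reaction.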
15-hLO-2 inh = blocks human 15-lipoxygenase 2 activity. O15296. purified 15hLO-2, xylenol orange hydroperoxide absorbance. Potency, µM (doses to about 57.1 µM), for inactives: at the top dose activity change, negative = inhibition, actives largely listed as inhibitors. 0.56% of 110,000 active; also: potency is read from the fitted curve at half-maximal effect; nearly all actives have a fitted effect of over 60% in size; many of its hits are not listed in these tables
Target sequence (O15296 whole entry, looked up): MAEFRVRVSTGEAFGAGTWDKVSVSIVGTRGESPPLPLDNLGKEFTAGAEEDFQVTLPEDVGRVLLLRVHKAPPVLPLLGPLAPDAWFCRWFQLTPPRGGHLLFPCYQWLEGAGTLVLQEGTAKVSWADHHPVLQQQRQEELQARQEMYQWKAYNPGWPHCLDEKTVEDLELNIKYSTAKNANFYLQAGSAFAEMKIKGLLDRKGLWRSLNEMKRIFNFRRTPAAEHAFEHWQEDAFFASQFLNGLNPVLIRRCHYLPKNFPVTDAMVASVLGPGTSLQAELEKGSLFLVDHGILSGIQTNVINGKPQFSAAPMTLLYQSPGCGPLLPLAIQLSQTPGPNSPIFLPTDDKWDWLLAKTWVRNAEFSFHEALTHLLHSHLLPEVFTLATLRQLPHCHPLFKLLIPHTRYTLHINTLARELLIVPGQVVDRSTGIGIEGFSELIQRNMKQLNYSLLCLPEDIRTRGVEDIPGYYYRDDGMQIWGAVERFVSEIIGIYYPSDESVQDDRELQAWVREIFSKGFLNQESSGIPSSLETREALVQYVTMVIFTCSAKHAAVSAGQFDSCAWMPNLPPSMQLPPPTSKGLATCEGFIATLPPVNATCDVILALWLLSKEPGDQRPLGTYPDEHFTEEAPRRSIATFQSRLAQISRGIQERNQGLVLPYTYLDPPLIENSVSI
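Enzyme 50 nM, AA 45 uM, 25 mM Hepes pH 7.5 + 0.01% Triton X-100; cpd preinc 15 min RT, rxn 90 min RT; stop/detect with 200 uM XO + 300 uM Fe(II) in 50 mM H2SO4, 30 min; A573/A405.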
An asterisk follows results filed as active; & = joins results of further samples; [ ] = another dose, or the depositor's remark. Unless noted, calls follow the shape of the dose curve; as a rule, active = well fitted curve in the direction sought with a large enough effect; inconclusive = small, poorly fitted or top-dose-only effect, or another doubt; inactive = no such curve, though single readings can be large; an effect the other way counts as inactive or inconclusive. Unless noted, % is scaled to controls: 0 for no effect and ±100 for the full control effect. The list is partial; rates above refer to the full screens.

`O=C(Cn1nnc(-c2ccccc2F)n1)Nc1ccc2c(c1)OCO2` gave IMPase inh 2, PNC assembly inh 7, ALOX12 inhib -1% and 15-hLO-2 inh -1%.
`CC(n1cnnn1)C12CC3CC(CC(C3)C1)C2` (centres undefined) gave IMPase inh 2, PNC assembly inh 3, ALOX12 inhib 4% and 15-hLO-2 inh -4%.
COC(=O)[C@H]1[C@H]2C[C@@H]3c4[nH]c5cc(OC)ccc5c4CCN3C[C@H]2C[C@@H](OC(=O)c2cc(OC)c(OC)c(OC)c2)[C@@H]1OC was read as IMPase inh 1, ALOX12 inhib -24% and 15-hLO-2 inh 18%.
`Cc1cccc(/N=C/c2c(O)c3ccccc3oc2=O)n1` gave IMPase inh 2, PNC assembly inh inconclusive, ALOX12 inhib 15% and 15-hLO-2 inh 18%.
For CCCc1nn(C)c2c(=O)[nH]c(-c3cc(S(=O)(=O)N4CCN(C)CC4)ccc3OCC)nc12 the results were ALOX12 inhib 2%[0.00818 µM] and 15-hLO-2 inh 10%[0.0915 µM].
Screening c1ccc(COc2ccc(OCCn3cncn3)cc2)cc1 returned IMPase inh -3, PNC assembly inh -24, ALOX12 inhib -10% and 15-hLO-2 inh 5%.
Screening CCOC(=O)N1CCN(c2ccc(C(=O)CC)cc2F)CC1 returned IMPase inh 3, PNC assembly inh -6, ALOX12 inhib -2% and 15-hLO-2 inh 1%.
Screening CC(C)NC(=O)CCNS(=O)(=O)c1ccc(Br)cc1 returned IMPase inh 5, PNC assembly inh -4, ALOX12 inhib -1% and 15-hLO-2 inh -2%.
For C[C@@](N)(C(=O)O)c1ccc(C(=O)O)cc1 the results were IMPase inh -4&-2, ALOX12 inhib -2%&-4% and 15-hLO-2 inh -10%&5%.
CNC(=O)CSCc1c(F)cccc1Cl was read as PNC assembly inh -9 and ALOX12 inhib -2%.
CCOC(=O)N1CCN(C(=O)Nc2ccc3nc(C)sc3c2)CC1 was read as IMPase inh 12, PNC assembly inh -26, ALOX12 inhib 0% and 15-hLO-2 inh -2%.
Screening CCN(CC)CCCN1C(=O)C(=O)/C(=C(/O)c2ccc(OC)c(Cl)c2)C1c1ccco1 (centres undefined) returned IMPase inh -30, PNC assembly inh -10, ALOX12 inhib -7% and 15-hLO-2 inh 9%.
CCN(C(=O)CCc1nc(-c2ccccc2F)no1)c1cc(OC)ccc1OC was read as IMPase inh 2, PNC assembly inh 6, ALOX12 inhib -2% and 15-hLO-2 inh 1%.
`CC1CC(C)CN(CCCNC(=O)Cc2c(C(=O)O)n(C)c3ccccc23)C1` (centres undefined) gave IMPase inh -2, PNC assembly inh 28, ALOX12 inhib 4% and 15-hLO-2 inh -6%.
c1ccc2[nH]c(-c3cscn3)nc2c1 was read as IMPase inh -4[20.6 µM], PNC assembly inh 27, ALOX12 inhib -1% and 15-hLO-2 inh 10%.

Next section, starting with the last 2 of the part before.
`CC1CC(C)CN(CCCNC(=O)Cc2c(C(=O)O)n(C)c3ccccc23)C1` (centres undefined) gave IMPase inh -2, PNC assembly inh 28, ALOX12 inhib 4% and 15-hLO-2 inh -6%.
c1ccc2[nH]c(-c3cscn3)nc2c1 was read as IMPase inh -4[20.6 µM], PNC assembly inh 27, ALOX12 inhib -1% and 15-hLO-2 inh 10%.
Screening CCOc1ccc2[nH]c(=O)c(CN(Cc3nnnn3Cc3ccccc3)CC3CCCO3)cc2c1 (centres undefined) returned IMPase inh 9, PNC assembly inh -2, ALOX12 inhib -7% and 15-hLO-2 inh -2%.
CNC(=O)/C(=C\c1ccc2c(c1)OCO2)NC(=O)c1ccc(Br)cc1 was read as PNC assembly inh -22 and ALOX12 inhib -2%.
For O=C(O)CCCNS(=O)(=O)c1cccs1 the results were IMPase inh 7, PNC assembly inh -4, ALOX12 inhib -1% and 15-hLO-2 inh -6%.
COC(=O)c1sccc1NC(=O)CSc1ccccc1NS(=O)(=O)c1ccc(Cl)cc1 was read as IMPase inh 0, PNC assembly inh -26, ALOX12 inhib -9% and 15-hLO-2 inh -24%.
Screening COc1ccc(CNC(=O)CCn2c(=O)oc3ccccc32)cc1 returned IMPase inh 2, PNC assembly inh -7, ALOX12 inhib -7% and 15-hLO-2 inh 0%.
`O=C(Nc1cccc([N+](=O)[O-])c1)c1[nH]ncc1Cl` gave PNC assembly inh -9 and ALOX12 inhib -1%.
For C=CCn1c2ccccc2c2nnc(SCC(=O)Nc3c(C)n(C)n(-c4ccccc4)c3=O)nc21 the results were IMPase inh 2, PNC assembly inh -19, ALOX12 inhib -5% and 15-hLO-2 inh -6%.
`CCOP(=O)(c1ccc(N(C)C)cc1)C(O)c1ccccc1OC` (centres undefined) gave IMPase inh 0, PNC assembly inh 1, ALOX12 inhib -3% and 15-hLO-2 inh -4%.
Screening Cc1cc(Cl)c(S(=O)(=O)N2CCSCC2)cc1OCC(=O)NC1CCCCC1 returned IMPase inh 8, PNC assembly inh -9, ALOX12 inhib -5% and 15-hLO-2 inh 2%.
CC1Sc2ccccc2N(CC(=O)N(C(C)C)C(C)C)C1=O (centres undefined) was read as IMPase inh 7, PNC assembly inh 1, ALOX12 inhib 0% and 15-hLO-2 inh -6%.
`N#CC1=C(N)OC2=C(C(=O)CCC2)C12CCC1(CC2)OCCO1` gave IMPase inh 5, PNC assembly inh -28, ALOX12 inhib -5% and 15-hLO-2 inh -15%.
Screening COc1ccccc1N1CC(C(=O)OCC(=O)c2ccc(F)cc2)CC1=O (centres undefined) returned IMPase inh 4, PNC assembly inh 58, ALOX12 inhib 1% and 15-hLO-2 inh 3%.
For CCOC(=O)N1CCN(S(=O)(=O)c2ccc(C(=O)Nc3sc4c(c3C#N)CCC4)cc2)CC1 the results were IMPase inh -1, PNC assembly inh -5, ALOX12 inhib -6% and 15-hLO-2 inh -4%.
For CC(C)n1c(N2CCN(C(=O)Nc3ccccc3)CC2)nc2ccccc21 the results were IMPase inh 3, PNC assembly inh 6, ALOX12 inhib 2% and 15-hLO-2 inh -2%.
`COc1ccc2nc(C)cc(C(=O)O)c2c1` gave IMPase inh -3, PNC assembly inh 24, ALOX12 inhib 0% and 15-hLO-2 inh -4%.

Looked up by structure from the list above (3):
CNC(=O)/C(=C\c1ccc2c(c1)OCO2)NC(=O)c1ccc(Br)cc1 was read as PNC assembly inh -22 and ALOX12 inhib -2%.
Screening COc1ccc(CNC(=O)CCn2c(=O)oc3ccccc32)cc1 returned IMPase inh 2, PNC assembly inh -7, ALOX12 inhib -7% and 15-hLO-2 inh 0%.
`COc1ccc2nc(C)cc(C(=O)O)c2c1` gave IMPase inh -3, PNC assembly inh 24, ALOX12 inhib 0% and 15-hLO-2 inh -4%.

(continued)
For O=C(Cc1ccc([N+](=O)[O-])cc1)Nc1nnc(C2CC2)s1 the results were PNC assembly inh inconclusive and ALOX12 inhib -3%.
Screening C=CCn1c(SCc2nc3scc(-c4ccccc4)c3c(=O)[nH]2)nnc1-c1ccccc1F returned PNC assembly inh -26 and ALOX12 inhib -3%.
For COc1ccc(/C=N/NC(=O)CN(CCc2ccccc2)S(=O)(=O)c2ccc(NC(C)=O)cc2)cc1OC the results were PNC assembly inh inconclusive and ALOX12 inhib -4%.
Nc1nc2ccccc2n1CCN1CCCC1 was read as IMPase inh 2, PNC assembly inh -7, ALOX12 inhib 4% and 15-hLO-2 inh 35%[activator].
`CCNC(=S)Nc1cc(OCC)c(NC(=O)c2ccco2)cc1OCC` gave IMPase inh -8, PNC assembly inh inconclusive and ALOX12 inhib 1%.
Screening CCOC(=O)N1CCC(Nc2c(NCCCN(CC)CC)c(=O)c2=O)CC1 returned IMPase inh 11, PNC assembly inh 18, ALOX12 inhib -2% and 15-hLO-2 inh 7%.
For COc1ccccc1-c1nnn(CC#N)n1 the results were IMPase inh -5, PNC assembly inh 5, ALOX12 inhib 0% and 15-hLO-2 inh -4%.
`C/C(=N\OCC(=O)NC12CC3CC(CC(C3)C1)C2)c1cc2ccccc2o1` gave IMPase inh 4, PNC assembly inh -29 and ALOX12 inhib 1%.
Screening O=C(O)C1C2C=CC(CC2)C1C(=O)O (centres undefined) returned IMPase inh 11, PNC assembly inh 38, ALOX12 inhib 7% and 15-hLO-2 inh 4%.
O=C(O)Cn1ccnc1[N+](=O)[O-] was read as ALOX12 inhib 1%[11.4 µM] and 15-hLO-2 inh -5%[11.4 µM].
CCNc1ncc2nc(-c3cccc(C#N)c3)c(=O)n(C)c2n1 was read as ALOX12 inhib -4% and 15-hLO-2 inh 4%.
CCC(=O)Nc1c(-c2cccs2)c(=O)c2ccccc2n1C was read as IMPase inh -10, PNC assembly inh -2, ALOX12 inhib 7% and 15-hLO-2 inh 2%.
COc1ccccc1NC(=O)CSc1nnnn1-c1ccc2c(c1)OCO2 was read as IMPase inh 4, PNC assembly inh 11, ALOX12 inhib 1% and 15-hLO-2 inh 14%.
For O=C(CCNC(=O)c1ccc(Cl)cc1)Nc1ccc(F)cc1F the results were PNC assembly inh -8 and ALOX12 inhib -2%.
`O=C(COC(=O)c1ccco1)Nc1ccccc1` gave IMPase inh -6, PNC assembly inh 6, ALOX12 inhib -4% and 15-hLO-2 inh -7%.
`COc1ccc(Nc2ccc(S(=O)(=O)N3CCCCC3)cc2[N+](=O)[O-])cc1OC` gave PNC assembly inh -29 and ALOX12 inhib -2%.
CCN(C(=O)Cn1c(=O)n2nc(CCn3nc(C)cc3C)nc2c2ccccc21)c1cccc(C)c1 was read as IMPase inh -14, PNC assembly inh 0, ALOX12 inhib -1% and 15-hLO-2 inh -12%.
CCc1ccc(OCCCC(=O)Nc2ccc(N3CCCCC3)cc2)cc1 was read as IMPase inh 2, PNC assembly inh 13, ALOX12 inhib -1% and 15-hLO-2 inh -10%.
For CN1C(=O)C(CC(=O)Nc2ccc3c(c2)Cc2ccccc2-3)N(C)C1=O (centres undefined) the results were IMPase inh 3, PNC assembly inh -14, ALOX12 inhib 4% and 15-hLO-2 inh 0%.
`CCc1cc2c3c(c(=O)oc2cc1O)CCCC3` gave IMPase inh -28, PNC assembly inh 7, ALOX12 inhib 0% and 15-hLO-2 inh -9%.
O=C(Nc1ccc2c(c1)CCC2)c1cc2ccccc2o1 was read as IMPase inh 3, PNC assembly inh inconclusive, ALOX12 inhib -1% and 15-hLO-2 inh -2%.
`COc1ccccc1Nc1nc2c(s1)CCC2` gave IMPase inh 7, PNC assembly inh 78, ALOX12 inhib -9% and 15-hLO-2 inh -10%.
`CC(=O)c1noc(C)c1C(=O)Nc1nccs1` gave IMPase inh 1, PNC assembly inh -93*, ALOX12 inhib -2% and 15-hLO-2 inh -5%.
`Cc1cc(=O)n(CCCO)c(O)c1C#N` gave IMPase inh 6, PNC assembly inh -23, ALOX12 inhib -4% and 15-hLO-2 inh -3%.
Screening O=C(NCc1ccccn1)c1ccc(Cl)s1 returned IMPase inh 10, PNC assembly inh inconclusive, ALOX12 inhib 4% and 15-hLO-2 inh 1%.
Screening CC(=O)c1cccc(NC(=O)NC2CC3CCCC(C2)N3CC(C)C)c1 (centres undefined) returned IMPase inh -5, PNC assembly inh -100* and ALOX12 inhib 8%.
For CC(C)Oc1c(Br)cc(Br)cc1/C=N/NC(N)=S the results were PNC assembly inh 79 and ALOX12 inhib inconclusive.
Screening CCOc1ccc(OCc2ccc(C(=O)Nc3cccc(C)n3)o2)cc1 returned IMPase inh -2, PNC assembly inh inconclusive, ALOX12 inhib -2% and 15-hLO-2 inh 21%.
